# High-throughput results: PubChem, National Center for Advancing Translational Sciences (NCATS)
# HADH2 inh: qHTS Assay for Inhibitors of HADH2 (Hydroxyacyl-Coenzyme A Dehydrogenase, Type II); 3-hydroxyacyl-CoA dehydrogenase type-2 (Homo sapiens), Q99714; recombinant HADH2, NADH fluorescence, beta-hydroxybutyryl-CoA; Potency, µM (top dose mostly 57.1 µM), inactives show top-dose activity change, negative = inhibition, usual class: inhibitors; 3.4% of 73,000 active; AID 886, 2007; also: potency is read from the fitted curve at half-maximal effect; % is scaled to controls: 0 for no effect and ±100 for the full control effect; nearly all actives have a fitted effect of over 60% in size; many of its hits are not listed in these tables
# Target sequence (Q99714 whole entry, looked up, one chain of several): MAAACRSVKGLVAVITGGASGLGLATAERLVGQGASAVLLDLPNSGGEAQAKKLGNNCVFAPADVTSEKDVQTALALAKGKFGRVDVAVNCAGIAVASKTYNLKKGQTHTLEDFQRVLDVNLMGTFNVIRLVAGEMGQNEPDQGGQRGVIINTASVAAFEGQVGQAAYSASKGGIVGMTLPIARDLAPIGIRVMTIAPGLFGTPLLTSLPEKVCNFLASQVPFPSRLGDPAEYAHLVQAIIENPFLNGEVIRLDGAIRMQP
#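 20 nM HADH2 + cpd, 15 min RT; add 1 mM NAD+/90 uM beta-hydroxybutyryl-CoA; kinetic fluorescence 360/450 nm, 4 min. Tris-HCl pH 9.0, 0.01% Tween-20.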
# DNA Pol III inh: qHTS Assay for Inhibitors of DNA Polymerase III Holoenzyme System. reconstituted DNA polymerase III holoenzyme replication, biochemical. Potency, µM (top dose mostly 57.1 µM), for inactives: at the top dose activity change, negative = inhibition. 0.25% of 71,000 active; also: potency is read from the fitted curve at half-maximal effect; % is scaled to controls: 0 for no effect and ±100 for the full control effect
#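 Reconstituted *E. coli* holoenzyme (0.35 nM Pol III, 1 nM beta, 154 nM SSB, 2 nM primase) was preincubated with compound for 15 min at RT. Synthesis on 1.4 nM ssM13Gori ran 35 min, then was stopped with PicoGreen/EDTA and read as dsDNA fluorescence.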
# 4-MU autofl: qHTS Assay for Spectroscopic Profiling in 4-MU Spectral Region; compound autofluorescence, 340/450 nm, 4-MU equivalents; hits give high values; max dye-equivalent concentration, M; 11% of 59,000 active; AID 589, 2007; in the data active = max dye-equivalent concentration above about 10 nM; inconclusive = mostly about 1.1 nM to 9.6 nM
#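 Compounds in 100 mM Tris, pH 8.0, incubated 15 min at room temperature, then fluorescence read at 340 nm excitation/450 nm emission. Signal converted to 4-MU dye-equivalent concentration using an on-plate six-point 4-MU standard curve.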
# Rhodamine fluor: qHTS Assay for Spectroscopic Profiling in Rhodamine Spectral Region; Rhodamine-region fluorescence, 547/598 nm, Tris buffer; hits give high values; 0.05% of 59,000 active; AID 594, 2007; max dye-equivalent concentration, M; in the data active = max dye-equivalent concentration above about 11 nM; inconclusive = between about 1.1 nM and that limit
#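 Read-out is relative fluorescence at 547 nm excitation and 598 nm emission, expressed as dye-equivalent concentration using rhodamine standards on every plate. Each compound was profiled across a concentration series after 15 min in 100 mM Tris, pH 8.0.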
# TexasRed autofl: qHTS Assay for Spectroscopic Profiling in Texas Red Spectral Region | 0.06% of 59,000 active | max dye-equivalent concentration, M | Compound fluorescence, Texas Red channel, 547/618 nm; hits give high values | AID 587, 2007; in the data active = max dye-equivalent concentration above about 10 nM; inconclusive = between about 1.1 nM and that limit
#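 Spectral interference profiling: each compound concentration's relative fluorescence, read with a 547 nm excitation and 618 nm emission filter pair, was normalized to a per-plate Texas Red standard curve.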
# HBB splice mod: qHTS Assay for Modulators of Hemoglobin Beta Chain Splicing | Potency, µM (top dose mostly 46.1 µM), inactives show at the top dose activation, hits mostly activators | 0.06% of 65,000 active | HBB splicing reporter cell assay, activation; EGFP reporter with mutant IVS2-654 intron; response scale: normalised to 500 nM splice-correcting PNA; also: potency is read from the fitted curve at half-maximal effect; 0% is about no effect
#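 HeLa cells stably expressing EGFP interrupted by mutant beta-globin intron 2 (IVS2-654), 500/well in 2% FCS. Treated with compound for 2 days at 37C. Splicing correction scored as total well GFP intensity (488 nm excitation, 500-520 nm emission); 500 nM antisense PNA served as control.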
# Epigenetic mod: qHTS Assay for Epigenetic Modulators. mouse C127i GFP locus derepression, cytometry, 30 h. Potency, µM (doses to about 46.1 µM), for inactives: at the top dose GFP derepression (activation). 0.09% of 68,000 active. AID 597, 2007; also: % of control where 0% means no effect
#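 Derepression screen: silenced CMV-GFP reporter in murine C127i cells, 30 h compound incubation at 37 C, washed cells imaged by laser-scanning cytometer to enumerate GFP-expressing objects of 20 to 120 um.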
# UbGFP stabilizer: Ubiquitin-GFP Assay; Potency, µM (top dose mostly 45.9 µM), inactives show top-dose activation (GFP accumulation), actives largely listed as activators; Ubiquitin-GFP reporter cells, proteasome inhibition, GFP fluorescence; response scale: untreated = 0%, 10 µM MG-132 = 100%; 67,000 tested, under 10 active; active = well fitted activation curve with a large enough effect, not every such curve was filed as active; inconclusive = small, poorly fitted or top-dose-only effect, or another doubt; inactive = no such curve, though single readings can be large or run the other way; also: potency is read from the fitted curve at half-maximal effect
#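 Proteasome blockade was scored as a rise in GFP-expressing U2OS cells carrying a ubiquitin(G76V)-GFP construct, imaged after 4 hr compound treatment at 37 °C across a 46 uM–2.9 nM series.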
# Fluorescein fluor: qHTS Assay for Spectroscopic Profiling in Fluorescein Spectral Region. 0.91% of 59,000 active. max fluorescein-equivalent concentration, M. Compound autofluorescence, 480/540 nm, fluorescein-equivalent; hits give high values; in the data active = max fluorescein-equivalent concentration above about 10 nM; inconclusive = between about 1.1 nM and that limit
#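 Values reflect compound autofluorescence, normalized to fluorescein on the same plate and reported at each tested concentration. Conditions: 100 mM Tris pH 8.0, room temperature, 15 min, excitation 480 nm, emission 540 nm.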
# Hsp90 Hop PPI: qHTS Assay for Disrupters of an Hsp90 Co-Chaperone Interaction | Potency, µM (doses to about 57 µM), without a hit: top-dose activity change, negative = inhibition | AlphaScreen TPR2A-His6 binding biotin-Hsp90 C-terminal peptide | AID 595, 2007 | 0.44% of 71,000 active; active = well fitted curve in either direction with a large enough effect; inconclusive = small, poorly fitted or top-dose-only effect, or another doubt; also: potency is read from the fitted curve at half-maximal effect; % is scaled to controls: 0 for no effect and ±100 for the full control effect; many of its hits are not listed in these tables
# 15-hLO inh: qHTS Assay for Inhibitors of 15-hLO (15-human lipoxygenase). purified 15hLO-1, xylenol orange hydroperoxide absorbance. Potency, µM (series often up to 57.1 µM), without a hit: at the highest dose activity change, negative = inhibition, hits mostly inhibitors. 1.4% of 74,000 active; also: potency is read from the fitted curve at half-maximal effect; % is scaled to controls: 0 for no effect and ±100 for the full control effect; nearly all actives have a fitted effect of over 55% in size
# Target sequence (P16050 whole entry, looked up): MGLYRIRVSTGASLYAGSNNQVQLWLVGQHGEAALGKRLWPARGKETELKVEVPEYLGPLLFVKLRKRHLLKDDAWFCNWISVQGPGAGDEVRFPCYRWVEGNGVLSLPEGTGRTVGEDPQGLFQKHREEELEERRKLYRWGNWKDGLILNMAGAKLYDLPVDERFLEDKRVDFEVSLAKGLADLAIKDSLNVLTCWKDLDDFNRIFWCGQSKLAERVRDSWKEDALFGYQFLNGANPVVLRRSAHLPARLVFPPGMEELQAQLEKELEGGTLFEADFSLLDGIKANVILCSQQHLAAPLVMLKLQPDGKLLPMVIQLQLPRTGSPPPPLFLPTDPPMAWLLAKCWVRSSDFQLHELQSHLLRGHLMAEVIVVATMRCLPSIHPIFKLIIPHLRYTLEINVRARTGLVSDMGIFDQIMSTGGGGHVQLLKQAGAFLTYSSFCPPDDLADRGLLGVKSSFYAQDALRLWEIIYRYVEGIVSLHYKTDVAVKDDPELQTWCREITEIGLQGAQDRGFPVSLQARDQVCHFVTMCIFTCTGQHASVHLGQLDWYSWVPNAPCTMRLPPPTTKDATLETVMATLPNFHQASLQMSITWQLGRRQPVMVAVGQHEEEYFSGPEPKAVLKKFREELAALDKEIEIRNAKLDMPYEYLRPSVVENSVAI
#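 Inhibition is scored from a chromogenic endpoint. After 15 min enzyme-compound contact, arachidonic acid (50 uM final) reacts 6 min with 40 nM 15hLO-1 at room temperature, then Fe-XO reagent is added for 30 min and absorbance ratio recorded.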
# The depositor's hits bear a star; i = inactive; ? = inconclusive; · = no result given; [ ] = another dose, or the depositor's remark. Unless noted, calls follow the shape of the dose curve; as a rule, active = well fitted curve in the direction sought with a large enough effect; inconclusive = small, poorly fitted or top-dose-only effect, or another doubt; inactive = no such curve, though single readings can be large; an effect the other way counts as inactive or inconclusive.
SMILES,HADH2 inh,DNA Pol III inh,4-MU autofl,Rhodamine fluor,TexasRed autofl,HBB splice mod,Epigenetic mod,UbGFP stabilizer,Fluorescein fluor,Hsp90 Hop PPI,15-hLO inh
C[C@@H]1C[C@@H]2[C@H]3CCC4=CC(=O)C=C[C@]4(C)[C@]3(Cl)[C@@H](O)C[C@@]2(C)[C@@]1(O)C(=O)CO,20.1%,-4.0%,i,i,i,3.9%,-2.2%,-0.1%,?,-12.0%,-17.4%
CC(Cc1ccccc1)C(=O)Nc1ccccc1 (stereo unspecified),-1.0%,-10.7%,·,·,·,-0.9%,·,·,·,-1.0%,-5.8%
Cc1cnc(CNc2ncncc2-c2ccccc2C#N)cn1,?,1.9%,i,i,i,0.0%,2.9%[9.22 µM],0.2%,i,0.2%,-12.0%
Cc1oc(-c2ccc3c(c2)OCCO3)cc1C(=O)NC(CCC(=O)O)C(=O)O (stereo unspecified),-13.9%,-2.2%,i,i,i,·,1.7%,3.3%,i,-1.4%,2.5%
COC(=O)c1cc2sccc2n1Cc1ccc(C)cc1,-7.2%,-2.9%,?,i,i,2.9%,2.6%,-18.7%,i,?,-9.5%
Cn1nnnc1SCCOc1ccc(C#N)cc1,?,0.7%,i,i,i,-1.9%[57.5 µM],3.8%,-6.1%,i,0.1%,3.2%
O=S(=O)(c1cccc2nsnc12)N1CCN(c2ncccn2)CC1,3.5%,-6.0%,i,i,i,·,-1.0%,-1.3%,?,-3.3%,-4.2%
CNC(=O)N(O)C1N(C)C(=O)N(Cc2ccccc2)C1(C)C (stereo unspecified),3.0%,3.7%,i,i,i,0.0%[57.5 µM],-2.2%,-5.2%,?,0.2%,18.0%
O=C(NCCOc1ccc(Cl)cc1)C1CC(=O)N(c2ccc(F)cc2)C1 (stereo unspecified),3.6%[11.4 µM],-3.2%[11.4 µM],·,·,·,-4.3%[0.0738 µM],-1.6%,0.0%[9.17 µM],·,-3.3%[11 µM],-1.6%[11.4 µM]
Cc1nc(S(=O)(=O)N(C)c2ccccc2)c(C#N)c(C)c1Cl,-0.9%,-2.2%,i,i,i,0.3%,-2.6%,-12.8%,i,-7.7%,-2.4%
Cc1cc(NS(=O)(=O)c2ccc(NC(=O)CCCC(=O)O)cc2)nc(C)n1,1.9%,0.6%,·,·,·,-0.1%[9.22 µM],2.2%,-8.3%,·,-0.9%,0.9%
COCCN(C(=O)CNC(=O)c1ccco1)C(C(=O)NC1CCCCC1)c1cccc(OC)c1 (stereo unspecified),0.6%,6.1%,i,i,i,0.7%,1.2%,0.7%,i,-1.7%,-4.4%
COC(=O)CC1Sc2ccccc2NC1=O (stereo unspecified),?,0.4%,i,i,i,·,-1.7%,-0.1%,?,0.0%,-1.1%
Cc1ccc(CNC(=O)CN(C)S(=O)(=O)c2cccc3cccnc23)cc1,1.7%,2.9%,·,·,·,0.5%,-4.6%,12.5%,·,-3.5%,-1.5%
CCC(=O)Nc1ccc(OC)cc1OC,-3.4%,-3.3%,i,i,i,-0.7%,-1.6%,4.7%,i,-4.8%,2.5%
CCN(CCCn1c(=S)[nH]c2ncccc2c1=O)c1ccccc1,3.9%,-4.2%,i,i,i,2.0%,-1.4%,-1.8%,i,0.9%,-0.9%
Oc1ccccc1C(=S)N1CCCCCC1,?,-5.0%,i,i,i,-0.1%,0.0%,-11.1%,?,-9.5%,?
Cn1cccc1C(=O)N1CCC2(CC1)CCN(c1ncccn1)CC2,-3.1%,0.9%,i,i,i,1.3%,7.1%[9.22 µM],-3.3%,i,-3.9%,1.5%
COCCCNC(=O)CS(=O)(=O)Cc1nc(-c2cccc(OC)c2)oc1C,16.4%,-1.6%,i,i,i,-0.1%,-2.2%,-3.7%,i,-6.6%,11.1%
Cc1cc(C(=O)N2CC(C)CC(C)C2)n(-c2ccccc2)n1 (stereo unspecified),1.6%,6.1%,·,·,·,0.3%,0.0%,2.3%,·,-2.5%,4.4%
OC(C#Cc1ccccn1)c1cccs1 (stereo unspecified),-3.0%,3.4%,i,i,i,4.5%,?,-9.5%,?,?,-0.2%
CC1(C)CC(CC(=O)O)(c2ccccc2)CCO1 (stereo unspecified),-0.7%,0.5%,·,·,·,0.6%,0.0%,8.7%,·,-1.7%,4.0%
CCOC(=O)c1ccc(N2C(=O)CC(N3CCC(O)(c4ccc(Cl)cc4)CC3)C2=O)cc1 (stereo unspecified),-14.6%,0.8%,i,i,?,-0.9%,5.9%,-5.1%,i,-0.2%,-8.9%
COc1ccccc1-c1cncnc1NCc1cccc(C)c1,?,-1.1%,i,i,i,-0.6%,0.0%[9.22 µM],1.1%,i,0.2%,-27.6%
CCn1c(=O)cc(OCC(=O)N2CCN(c3cccc(C(F)(F)F)c3)CC2)c2ccccc21,2.0%,-7.9%,i,i,i,-2.3%,-1.0%,-6.1%,i,-3.1%,-21.2%
CCOC(=O)c1cccc(NC(=O)CSc2nnnn2CC)c1,4.7%,-2.1%,i,i,i,-1.2%,1.2%,3.6%,?,1.0%,17.7%
CCCn1c(Sc2nnnn2-c2ccccc2)n[nH]c1=O,-3.4%,-4.7%,i,i,i,0.6%,0.0%,-0.8%,?,-4.6%,5.1%
O=C(CCC1CCCC1)N1CCN(C(=O)c2cccnc2)CC1,-7.8%,3.7%,i,i,i,-0.1%[57.5 µM],-2.3%,1.9%,?,1.0%,0.4%
Cc1ccc(SCc2cc(=O)[nH]c(N3CCCCC3)n2)cc1,6.7%,1.1%,i,i,i,-1.6%,0.0%,1.0%,?,-7.1%,?
COC(=O)CCC(=O)Nc1cccc(Cl)c1,6.9%,0.8%,i,i,i,·,0.0%,10.2%,?,-0.2%,9.7%
O=C(Nc1ccc(N2CCOCC2)c(Cl)c1)c1ccco1,11.3%,-7.5%,i,i,?,-1.9%,0.0%,-4.7%,i,-1.2%,7.5%
O=C(CN(Cc1ccc2c(c1)OCO2)C(=O)c1cnsn1)NC1CCCC1,5.8%,6.8%,i,i,?,-3.5%,-1.5%,-2.1%,i,0.3%,-7.0%
Cc1ccc(S(=O)(=O)N[C@@H](CC(C)C)C(=O)NCc2ccco2)cc1,-5.7%,-4.9%,i,i,i,-1.1%[0.369 µM],-4.6%,·,i,-1.4%,3.2%
O=C(CN1C(=O)C2CC=CCC2C1=O)NC1=NCCS1 (stereo unspecified),8.1%,-4.0%,i,i,i,-1.9%,1.1%,0.1%,?,-5.7%,10.0%
COc1ccccc1OC(C)C(=O)O (stereo unspecified),-4.8%,0.0%,i,i,i,-1.2%,-1.4%,1.8%,i,-3.3%,5.8%
O=C(O)c1c2c(nc3ccc(S(=O)(=O)N4CCC(C(=O)NC5CCCC5)CC4)cc13)CCCCC2,-3.3%,-2.2%,·,·,·,0.0%,4.7%,-0.3%,·,-9.6%,4.9%
COC(=O)c1[nH]c2ccc(C)cc2c1NC(=O)Nc1ccccc1OC,141.5%[activator],-4.5%,?,i,i,-5.2%[57.5 µM],0.0%,0.0%,?,0.1%,25.1µM*
O=C(c1ccc2nccnc2c1)N1CCN(Cc2ccc3c(c2)OCO3)CC1,-15.2%,-6.5%,?,i,i,2.7%[57.5 µM],0.0%,3.2%,?,-2.8%,6.5%
COC(=O)C1=C(N)Oc2cc(C)oc(=O)c2C1c1ccncc1 (stereo unspecified),·,·,i,i,i,·,0.9%[20.6 µM],·,?,·,·
Cc1cccc(C)c1N1C(=O)c2ccccc2C1=O,-7.2%,-6.6%,·,·,·,0.2%[9.22 µM],0.0%,-2.1%,·,0.3%,4.8%
Nc1c(C(=O)NCc2ccc3c(c2)OCO3)c2nc3ccccc3nc2n1CCCN1CCOCC1,?,-3.0%,1.03e-07M*,i,?,2.9%[0.369 µM],0.0%,·,i,?,-11.8%
CCOC(=O)COc1ccc(S(=O)(=O)N2CCc3ccccc3C2)cc1,-15.1%,-1.4%,i,i,?,0.1%,6.4%,12.1%,i,9.0%,-7.6%
COc1cc(OC)c(C(=O)NC2CC(C)(C)NC(C)(C)C2)cc1OC,9.3%,-5.4%,i,i,i,0.2%,2.1%,9.5%,i,-0.7%,2.2%

# Some of the compounds tested, so the mix of outcomes need not match the whole.
